Source: PubChem (National Center for Advancing Translational Sciences (NCATS))
p53ts 39C tox: cytotoxicity in p53ts cells at nonpermissive temperature; AID 902; hit rate 1.5% among 130,000; Potency, µM (titrated, usually from 46.1 µM), for the others: at the top dose activity change, negative = cell killing, usual class: cytotoxic; H1299-p53A138V viability at 39C, ATP luminescence, 24 h; also: nearly all actives have a fitted effect of over 55% in size
p53ts 32C kill: p53ts cell cytotoxicity, permissive temperature; H1299-p53A138V at 32C, ATP luminescence viability, 24 h; Potency, µM (titrated, usually from 46.1 µM), for inactives: at the top dose activity change, negative = cytotoxicity, hits mostly cytotoxic; hit rate 0.93% among 130,000; AID 924;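 also: 0% = DMSO and -100% = full killing by reference compound; nearly all actives have a fitted effect of over 55% in size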
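Viability by ATPlite luminescence after 24 h compound treatment (up to 46 uM) at the permissive 32C. Cells are H1299 carrying p53 A138V. Scale runs from DMSO basal to 100 uM tamoxifen as full kill; AC50 from Hill fits.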
IkB signaling: suppresses IkB signaling in ABC-DLBCL reporter cells; Potency, µM (top dose mostly 57.1 µM), inactives show top-dose IkBa stabilization activation; hit rate 0.04% among 110,000; ABC-DLBCL IkBa-CBG/CBR dual luciferase ratio, 4 h; response scale: scaled: untreated 0%, proteasome inhibitor 100%; active = well fitted curve in the direction sought with a large enough effect in the signal ratio, not every such curve was filed as active; inconclusive = small, poorly fitted or top-dose-only effect, or a change in a side signal; the % refers to the signal ratio;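 also: the direction sought is a rising ratio; 0% = basal untreated cells and 100% = reference inhibitor full response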
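Luminescence ratio of IκBα-fused green versus native red beetle luciferase in OCI-Ly3 cells, 4 h post-doxycycline with compound; red signal alone, scaled from basal (0%) to zero light (-100%), flagged nonspecific or cytotoxic effects.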
Peg3 imprint: induces erasure of genomic imprints in mouse ES cells. mouse ES Peg3-LacZ reporter, beta-gal luminescence, 40 h. Potency, µM (highest dose often 60.7 µM), without a hit: top-dose activity change, positive = activation, most hits filed as activators. hit rate 0.02% among 110,000;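 also: 0% = negative control wells on the plate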
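Imprint erasure is scored as LacZ activity from the silenced maternal Peg3 allele in feeder-free female ES cells cultured 40 h with LIF. Luminescence is normalized to in-plate negative controls and fitted to the Hill equation.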
* marks the source's active call; other numbers are inactive results; ? = inconclusive; / = not tested or not shown; [ ] = dose if it differs, or a comment. Unless noted, calls follow the shape of the dose curve; as a rule, active = well fitted curve in the direction sought with a large enough effect; inconclusive = small, poorly fitted or top-dose-only effect, or another doubt; inactive = no such curve, though single readings can be large; an effect the other way counts as inactive or inconclusive. Unless noted, % is scaled to controls: 0 for no effect and ±100 for the full control effect; potency is read from the fitted curve at half-maximal effect.

Below each compound – p53ts 39C tox | p53ts 32C kill | IkB signaling | Peg3 imprint
- O=C1CC(c2ccc(F)c(Br)c2)C2=C(CCCC2=O)N1 (stereo not drawn)
→ 1% | -2% | 1.2% | -10%
- COc1ccc(CNC(=O)c2ccc(=O)oc2)cc1OC
→ -1% | -9% | ? | -10%
- Cc1ccn2c(Nc3ccc(C(C)C)cc3)c(-c3ccsc3)nc2c1
→ -14% | 8% | 1.5% | -9%[10.9 µM]
- Cc1cccc(CNC(=O)c2ccc3nc(Cc4ccccc4)oc3c2)c1
→ 4% | -4% | -0.3% | -24%[10.9 µM]
- CC1CCN(S(=O)(=O)c2ccc3c(c2)oc(=O)n3CC(=O)N2CCCCC2)CC1
→ 2% | 3% | 0.4% | -13%[10.9 µM]
- O=C(Nc1c(C(=O)N2CCN(c3ccc(F)cc3)CC2)oc2ccccc12)c1ccco1
→ -2% | 1% | ? | 15%[10.9 µM]
- Clc1cccc(-c2ccc(/C=N/n3cnnc3)o2)c1Cl
→ 26% | 4% | / | /
- COc1ccc(Cl)cc1NC(=O)c1nnn(Cc2cccc(C(F)(F)F)c2)c1N
→ ? | 1% | 2.1% | 23%[10.9 µM]
- Cc1cc(C)cc(OCC(=O)N(Cc2ccco2)Cc2ccccc2Cl)c1
→ 16% | 22% | ? | -7%[10.9 µM]
- CCCn1c(SCC(=O)Nc2nc3c(s2)CCCC3)nc2c1c(=O)n(C)c(=O)n2C
→ -3% | 3% | 1.2% | -1%
- COc1cc2c(cc1OC)[C@H](c1ccccc1)CN(C)CC2
→ 4% | -14% | 1.1% | /
- CC(Oc1ccccc1)C(=O)Nc1cccc(-c2cn3cccnc3n2)c1 (stereo not drawn)
→ -7% | 3% | -2.3% | ?
- CCOC(=O)c1ccccc1Nc1cc(C)nc2nc(C)nn12
→ -1% | 2% | -3.5% | -20%
- Cc1nn(-c2ccc(F)cc2)c2sc(C(=O)N3CCCCCC3)cc12
→ -10% | 3% | -1.1% | -1%
- O=c1c2sc(-c3ccccc3)cc2nc2n1CCC2
→ ? | ? | / | /
- CCn1cc(C(=O)Nc2ccc(-n3cnnn3)c(OC)c2)c(=O)c2ccc(C)nc21
→ -7% | 3% | -0.1% | -2%
- Cn1c(=O)c2c(ncn2CCSS(=O)(=O)O)n(C)c1=O
→ 2%[9.22 µM] | 4%[9.22 µM] | 0.7%[11.4 µM] | -15%[10.9 µM]
- Cc1ccc(C(=O)NC2CC(C)(C)NC(C)(C)C2)c(C)c1
→ 7% | 4% | 0.0% | -4%
- Cc1cc(NC(=O)CN2CCN(c3ncccn3)CC2)no1
→ -1% | -2% | -0.3% | -4%
- O=C(CNC(=O)c1cc2ccccc2o1)NCc1cccs1
→ -17% | 9% | 7.0% | -20%
- COc1ccc(C(=O)N2CCC(n3c(C)nc4cc(F)ccc43)CC2)cc1OC
→ 1% | -5% | 6.0% | 5%
- CCOc1ccc(CC(=O)NCCc2csc(-c3ccc(Cl)cc3)n2)cc1
→ -17% | 48%[activator] | -0.6% | 7%[10.9 µM]
- C1CCCC(N2CCNCC2)CC1
→ -3% | -2% | / | /
- O=C(Nc1ccc(F)cc1F)c1cccnc1
→ 5% | 3% | 0.8% | -30%[inhibitor]
- COc1ccccc1-c1cc2nc(C)c(CCC(=O)O)c(C)n2n1
→ -11% | -21% | ? | -31%[inhibitor][10.9 µM]
- COc1ccc(CCNC(=O)CCCn2c(SCC#N)nc3ccccc3c2=O)cc1OC
→ 5% | 8% | -1.6% | -11%
- Nc1nc(N)nc(CCCc2nc(N)nc(N)n2)n1
→ -4%[9.22 µM] | -2%[9.22 µM] | 1.1%[11.4 µM] | 7%[10.9 µM]
- Cc1cc(=O)c2c(C)nn(-c3ccccc3)c2[nH]1
→ 4% | 10% | / | /
- O=C(NCc1cccnc1)c1noc2c1CCCCC2
→ -10% | 8% | -0.9% | -18%
- Cc1ccc(C(O)c2nc3ccccc3n2C(C)C)cc1 (stereo not drawn)
→ 15% | 7% | -4.2% | 5%
- C=CCn1c(N)cc(=O)nc1SCC(=O)Nc1ccccc1
→ 6% | 7% | 0.0% | -2%
- Cc1ccc(-n2nc(CO)c(C(=O)NCc3ccccn3)n2)cc1
→ ? | -5% | -1.1% | 15%[10.9 µM]
- CS(=O)(=O)N(CCc1ccccc1)CC(=O)N1CCN(Cc2ccc3c(c2)OCO3)CC1
→ 5% | -3% | ? | -19%
- O=C(NC1CCN(C(=O)N2c3ccccc3Sc3ccccc32)CC1)c1ccco1
→ -26% | 11% | 2.4% | -10%
- Cc1ccc(N2CC(NC(=O)CCc3ccccc3)CC2=O)cc1 (stereo not drawn)
→ 8% | 4% | ? | -8%[10.9 µM]
- Cn1cc(-c2cc3n(n2)CCC(=O)N3CCCC(=O)NCc2ccc(F)cc2)c2ccccc21
→ -24% | -18% | -0.6% | 6%[10.9 µM]
- COc1ccc(OC)c(NC(=O)CSc2c3c(nc4ccccc24)CCCC3)c1
→ ? | 30%[activator] | ? | 14%[10.9 µM]
- Cc1cc(NS(=O)(=O)c2ccc(OCCNS(C)(=O)=O)cc2)no1
→ 8% | -1% | -0.6% | -8%
- CC(C)Cn1c(N)c(C(=O)NCc2cccs2)c2nc3ccccc3nc21
→ ? | ? | ? | -32%[inhibitor]
- COC(=O)c1ccc(COc2cccc3c2CCN(Cc2ccccc2)C3=O)o1
→ -15% | -19% | / | /
- CC(C)(C)c1cc(NC(=O)COC(=O)c2ccc3c(=O)n4c(nc3c2)CCC4)n(-c2ccccc2)n1
→ 8% | 6% | -0.5% | 18%
- O=C(NC1CCCCCC1)c1cc(S(=O)(=O)N2CCOCC2)ccc1N1CCCCC1
→ 10% | 9% | ? | -15%
- CCOc1ccc(-n2c(=O)c3c(C)c(C(=O)N(C)C)sc3n(Cc3cc(C)ccc3C)c2=O)cc1
→ -11% | 12% | -1.0% | -13%[10.9 µM]
- O=C(CN(C(=O)c1cc2c(s1)CCC2)C1CCCC1)NCc1cccs1
→ 5% | 6% | ? | -14%
- Cc1cccc(N2CCn3c2nc2c3c(=O)n(C/C=C/c3ccccc3)c(=O)n2C)c1
→ -9% | 4% | ? | -10%[10.9 µM]
- Cc1ccc2c(NC(=O)C3CC3)c(C)ccc2n1
→ 2% | 2% | -0.2% | -6%
- CCOCN(C(=O)Cn1c(COC)nc2ccccc21)c1c(C)cccc1CC
→ -8% | 8% | -0.4% | -4%[10.9 µM]
- CCCn1ccc2c(OCC(=O)NCc3ccc(F)cc3)cccc2c1=O
→ -5% | -5% | -0.4% | -4%[10.9 µM]
- COc1cccc(-n2c(C)nnc2SCC(=O)Nc2ccccc2N2CCOCC2)c1
→ -7% | 3% | 0.3% | -13%
- O=C(O)CCNS(=O)(=O)c1ccc2c(c1)Cc1ccccc1-2
→ -5% | -2% | ? | 1%
- CCOC(=O)c1cccc(NC(=O)Nc2c(C)n(C)n(-c3ccccc3)c2=O)c1
→ 3% | 3% | 4.2% | -12%[10.9 µM]
- CCCCNC(=O)CCCn1c(=O)[nH]c2ccc(Br)cc2c1=O
→ -5% | 1% | 1.3% | -6%
- COc1cccc(NC(=O)C2CCCN(S(=O)(=O)c3cccc4cccnc34)C2)c1 (stereo not drawn)
→ -14% | 13% | 6.4% | -14%
- CCCCOc1ccc(C(=O)Nc2ccc3oc(-c4cccnc4)nc3c2)cc1
→ 10% | 7% | 5.1% | 10%[10.9 µM]
- Oc1ccccc1Nc1nc(-c2ccccc2)c2cc(Cl)ccc2n1
→ 2% | 3% | ? | -3%[10.9 µM]
- Cc1ccc(NC(=O)NCCc2ccc(S(N)(=O)=O)cc2)cc1
→ 6% | 1% | -1.8% | -5%
- c1ccc2c(c1)ncn2CCN1CCCCC1
→ 6% | 4% | / | /
- O=C(O)CCC(=O)CCC(=O)c1ccc(Cl)cc1
→ 6% | -4% | 2.9% | -9%
- COC(=O)c1nnn(-c2cccc(C)c2)c1C(=O)OC
→ 9% | 4% | -1.0% | 6%[10.9 µM]
- CCCCCc1ccc(-c2ccc(Br)cc2)nc1
→ 4% | -16% | ? | 8%[10.9 µM]

(more compounds)
Below each compound – p53ts 39C tox | p53ts 32C kill | IkB signaling | Peg3 imprint
- O=C(COC(=O)C1c2ccccc2Oc2ccccc21)NC1CCS(=O)(=O)C1 (stereo not drawn)
→ -3% | -4% | -0.4% | -4%
- CCSc1ncc(Cl)c(C(=O)Nc2c(C(=O)Nc3cccc(C)c3)oc3ccccc23)n1
→ -1% | -2% | -0.8% | -4%[10.9 µM]
- COc1ccc(N(C(=O)Nc2ccc(Cl)cc2)C2=NCCC2)cc1
→ 0% | -3% | ? | -3%
- Cc1cc2cc(CNC(=O)C3CC3)ccc2n1C
→ -10% | 0% | -1.6% | -29%
- CCOC(=O)c1ccccc1NC(=O)CSc1c(C)cnc2c1c(=O)n(C)c(=O)n2C
→ -6% | -1% | 1.9% | -12%[10.9 µM]
- CC(O)Cn1c(=O)c2c(nc(Br)n2Cc2ccccc2)n(C)c1=O (stereo not drawn)
→ -2% | -9% | / | /
- COc1ccc(N2CCN(S(=O)(=O)c3cccs3)CC2)cc1
→ 0% | -5% | 0.3% | -18%
- Cc1ccc(NC(=O)c2c(O)c3ccccc3n(C)c2=O)nc1
→ -3% | -10% | 19% | /
- CCOC(=O)c1c(S(=O)(=O)NCC(=O)N2CCN(c3ccccc3)CC2)c(C)n(C)c1C
→ -10% | 3% | -0.4% | 14%[10.9 µM]
- Cc1ccc(S(=O)(=O)Nn2c(C)nnc2-n2nc(C)cc2C)cc1
→ 2% | -2% | 0.3% | 1%
- COc1ccccc1-c1c(C)nn2c(N3CCN(c4ccc(F)cc4)CC3)cc(C)nc12
→ -12% | 2% | 1.7% | -6%[10.9 µM]
- Fc1ccc(Cn2nnnc2CN2CCN(C3CCCC3)CC2)cc1
→ -1% | -5% | -0.7% | -19%
- CCCc1cc(C(=O)Nc2sc(C)c(CC)c2C#N)no1
→ -1% | -12% | 3.8% | -15%
- CCOC(=O)C(NC(=O)c1ccccc1)=C1CCCCC1
→ -8% | 2% | 4.3% | -14%
- CC1CCN(S(=O)(=O)c2ccc3c(c2)CCN3C(=O)Nc2cccc(Br)c2)CC1
→ -24% | -2% | -0.8% | -5%[10.9 µM]

Among those listed so far, these have an NH in an aromatic ring:
Below each compound – p53ts 39C tox | p53ts 32C kill | IkB signaling | Peg3 imprint
- Cc1cc(=O)c2c(C)nn(-c3ccccc3)c2[nH]1
→ 4% | 10% | / | /
- CCCCNC(=O)CCCn1c(=O)[nH]c2ccc(Br)cc2c1=O
→ -5% | 1% | 1.3% | -6%

Other records follow:
Below each compound – p53ts 39C tox | p53ts 32C kill | IkB signaling | Peg3 imprint
- Cc1ccc(-c2nnc(C3CCN(S(=O)(=O)c4ccc(C)c(C)c4)CC3)o2)cc1
→ 6% | 2% | -0.9% | -21%[10.9 µM]
- Cc1cc(N2CCCC2)nc(-c2ccccc2O)n1
→ -6% | 0% | 3.4% | 17%
- Cc1noc(N)c1C(=O)Nc1ccc(F)cc1
→ -6% | 3% | 0.7% | -12%
- CCCn1nc(C(=O)Nc2cc(C(=O)OC)ccc2C)c2ccccc2c1=O
→ -9% | -3% | 1.4% | 0%
- COc1ccccc1N(CC(=O)NC1CCCCC1)C(=O)CCC(=O)Nc1ccccn1
→ 2% | 9% | ? | -18%
- CCCN(C(=O)Cc1c(C(=O)O)[nH]c2ccc(Cl)cc12)c1ccc(OCC)cc1
→ 12% | 23% | ? | -5%[10.9 µM]
- Cc1cc(C)n2nc(S(=O)(=O)N(C)c3ccccc3)nc2n1
→ 12% | 3% | 0.5% | -13%
- COc1ccc(CNC(=O)c2cc(-c3ccccc3O)n[nH]2)cc1
→ -4% | 8% | ? | -7%
- O=C(c1ccc(-n2cnnn2)cc1)N1CCN(C(c2ccccc2)c2ccccc2)CC1
→ 8% | 15% | 1.8% | -8%
- CCOC(=O)C1CCN(Cc2ccc(F)c(Br)c2)CC1
→ 0% | 13% | -1.4% | -14%
- Cn1c(=O)[nH]c(=O)c2c1nc(CN1CCN(c3cccc(Cl)c3)CC1)n2Cc1ccccc1Cl
→ ? | ? | 8.3% | -33%[inhibitor]
- CN(C)CCCNCCCNC(=O)c1ccco1
→ 14% | 11% | 0.8% | -1%
- Cc1cc(=O)oc2cc(OCC(O)CN3CCc4ccccc4C3)ccc12 (stereo not drawn)
→ -12% | -10% | -9.0% | -19%
- CCC(C)n1c(SCc2ccc(F)cc2Cl)nc2ccsc2c1=O (stereo not drawn)
→ -28% | -21% | 0.5% | -4%[10.9 µM]
